Fluorescein fluor: compound fluoresces in the fluorescein spectral region; max fluorescein-equivalent concentration, M; actives 0.91% (n = 59,000); Compound autofluorescence, 480/540 nm, fluorescein-equivalent; stronger effect = higher value; in the data active means max fluorescein-equivalent concentration above about 10 nM; inconclusive means between about 1.1 nM and that limit
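Values reflect compound autofluorescence, normalized to fluorescein on the same plate and reported at each tested concentration. Conditions: 100 mM Tris pH 8.0, room temperature, 15 min, excitation 480 nm, emission 540 nm.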
HEK293 cAMP cs: counter-screen for TSHR agonists: cAMP increase in parental HEK293; parental HEK293 CNG cAMP sensor, membrane potential fluorescence; Potency, µM (titrated, usually from 57.1 µM), inactives show at the highest dose activation, most hits filed as activators; actives 2.5% (n = 73,000); AID 938; further: potency means the concentration at half of the fitted maximal effect; % of control where 0% means no effect; nearly all actives have a fitted effect of over 55% in size
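Parental HEK 293 cells stably expressing a modified CNG channel (no TSHR) report cAMP rise as membrane depolarization. Membrane potential dye with 100 uM RO 20-1724 was loaded for 60 min at room temperature, then compound added for 30 min; fluorescence read at 590 nm.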
Texas Red fluor: Texas Red region autofluorescence; Compound fluorescence, Texas Red channel, 547/618 nm; stronger effect = higher value; max dye-equivalent concentration, M; actives 0.06% (n = 59,000); in the data active means max dye-equivalent concentration above about 10 nM; inconclusive means between about 1.1 nM and that limit
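qHTS profiling of intrinsic compound fluorescence; 100 mM Tris pH 8.0; 15 min RT; ex 547 / em 618 nm; response expressed as Texas Red dye-equivalent concentration from six-point plate standard.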
Caspase-7 inhib: blocks human caspase-7 allosterically or competitively; P55210; recombinant caspase-7, Ac-DEVD-AFC fluorescence rate; Potency, µM (highest dose often 57.5 µM), without a hit: at the top dose activity change, negative = inhibition, hits mostly inhibitors; actives 0.02% (n = 75,000); AID 889; active means well fitted inhibition curve with a large enough effect in the main read-out, with a control signal flat, not every such curve was filed as active; inconclusive means small, poorly fitted or top-dose-only effect, or a change in a side signal; further: potency means the concentration at half of the fitted maximal effect; % of control where 0% means no effect
Target sequence (P55210 24-198 limits assumed): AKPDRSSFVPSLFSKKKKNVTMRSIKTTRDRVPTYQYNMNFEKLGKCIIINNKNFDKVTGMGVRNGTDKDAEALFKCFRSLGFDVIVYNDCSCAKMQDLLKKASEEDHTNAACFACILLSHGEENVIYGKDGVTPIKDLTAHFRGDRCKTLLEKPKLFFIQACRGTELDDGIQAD
Target sequence (P55210 207-303 limits assumed): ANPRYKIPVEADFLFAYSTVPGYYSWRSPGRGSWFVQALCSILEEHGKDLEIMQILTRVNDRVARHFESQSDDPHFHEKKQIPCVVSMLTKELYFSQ
Luciferase inh: blocks Photinus pyralis firefly luciferase activity. purified firefly luciferase, luminescence, 8 min. actives 2.2% (n = 72,000). P08659. AID 411. Potency, µM (doses to about 57.1 µM), for inactives: at the highest dose activity change, negative = inhibition, usual class: inhibitors; further: potency means the concentration at half of the fitted maximal effect; on the % scale 0 is the no-effect control and ±100 the full control effect; nearly all actives have a fitted effect of over 40% in size
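Compounds were tested as concentration series (qHTS) against purified P. pyralis luciferase with luciferin and 10 uM ATP in 50 mM imidazole pH 7.2, 50 mM KCl, 7 mM MgCl2, 0.01% Tween 20, 0.05% BSA. Luminescence was read after 8 min at ambient temperature.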
A350 autofl: A350 region autofluorescence. max dye-equivalent concentration, M. Compound autofluorescence, 340/450 nm, Alexa 350 dye-equivalents; stronger effect = higher value. AID 590. actives 11% (n = 59,000); in the data active means max dye-equivalent concentration above about 10 nM; inconclusive means mostly about 1.1 nM to 9.6 nM
Rhodamine autofl: rhodamine region autofluorescence; Rhodamine-region fluorescence, 547/598 nm, Tris buffer; stronger effect = higher value; actives 0.05% (n = 59,000); max dye-equivalent concentration, M; in the data active means max dye-equivalent concentration above about 11 nM; inconclusive means between about 1.1 nM and that limit
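Compound fluorescence in 100 mM Tris, pH 8.0, read after 15 min at room temperature with 547 nm excitation and 598 nm emission. Output is dye-equivalent concentration from an on-plate rhodamine standard series.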
4-MU autofl: 4-MU region autofluorescence; compound autofluorescence, 340/450 nm, 4-MU equivalents; stronger effect = higher value; max dye-equivalent concentration, M; actives 11% (n = 59,000); AID 589; in the data active means max dye-equivalent concentration above about 10 nM; inconclusive means mostly about 1.1 nM to 9.6 nM
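Compounds in 100 mM Tris, pH 8.0, incubated 15 min at room temperature, then fluorescence read at 340 nm excitation/450 nm emission. Signal converted to 4-MU dye-equivalent concentration using an on-plate six-point 4-MU standard curve.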
Casp1 inh: blocks human caspase-1 allosterically or competitively; Potency, µM (highest dose often 57.5 µM), inactives show top-dose activity change, negative = inhibition, hits mostly inhibitors; Caspase-1 enzyme, Ac-WEHD-AFC fluorogenic rate; P29466; actives 0.03% (n = 75,000);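 further: potency means the concentration at half of the fitted maximal effect; plate controls were vehicle for no effect and no substrate for full effect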
Target sequence (P29466 120-297 limits assumed): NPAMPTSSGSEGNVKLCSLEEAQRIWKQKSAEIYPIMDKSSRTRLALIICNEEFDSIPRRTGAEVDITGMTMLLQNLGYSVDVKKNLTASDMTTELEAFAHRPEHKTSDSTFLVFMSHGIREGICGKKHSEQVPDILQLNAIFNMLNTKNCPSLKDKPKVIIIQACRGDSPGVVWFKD
Target sequence (P29466 317-404 limits assumed): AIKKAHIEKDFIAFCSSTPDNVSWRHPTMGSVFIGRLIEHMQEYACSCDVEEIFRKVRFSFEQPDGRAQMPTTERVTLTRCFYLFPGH
ERK AVP block: vasopressin-driven ERK pathway inhibition. actives 0.99% (n = 72,000). Potency, µM (top dose mostly 57.5 µM), inactives show top-dose activity, negative = inhibition, most hits filed as inhibitors. HEK293-V1b, vasopressin-stimulated pERK AlphaScreen; further: potency means the concentration at half of the fitted maximal effect; on the % scale 0 is the no-effect control and ±100 the full control effect; nearly all actives have a fitted effect of over 55% in size
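HEK293 cells stably expressing V1b receptor, seeded overnight in 1% FBS, were treated with compounds for 30 min at 37C, then stimulated 5 min with 25 nM vasopressin; phospho-ERK read by AlphaScreen SureFire after lysis.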
Tau fil binding: binders of human tau filaments; actives 2% (n = 71,000); AID 596; Potency, µM (titrated, usually from 57.1 µM), inactives show at the highest dose activity change, negative = inhibition; recombinant tau filaments, thioflavin S fluorescence, 15 h; filaments grown with octadecylsulfate alongside compound; P10636;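 further: potency means the concentration at half of the fitted maximal effect; on the % scale 0 is the no-effect control and ±100 the full control effect; actives lower thioflavin S fluorescence by blocking filaments or displacing dye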
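His-tagged recombinant human tau (exons 2, 3 and 10 included), 1 uM, was induced to fibrillize by 30 uM sodium octadecylsulfate with compound present. After 15 h at 37 C, thioflavine S fluorescence (ex 450, em 510 nm) was read.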
* marks the source's active call; other numbers are inactive results; i = inactive; ? = inconclusive; / = not tested or not shown; & = joins results of further samples; [ ] = remark or other dose. Unless noted, the call rests on the fitted dose curve; in most records, active means well fitted curve in the direction sought with a large enough effect; inconclusive means small, poorly fitted or top-dose-only effect, or another doubt; inactive means no such curve, though single readings can be large; an effect the other way counts as inactive or inconclusive. A portion of the library; the hit share may differ from the screen's.

SMILES | Fluorescein fluor | HEK293 cAMP cs | Texas Red fluor | Caspase-7 inhib | Luciferase inh | A350 autofl | Rhodamine autofl | 4-MU autofl | Casp1 inh | ERK AVP block | Tau fil binding
COc1ccccc1-c1cncnc1NCc1cnc(C)cn1 | i | ? | i | -3.0% | 0.1%[2.29 µM] | i | i | i | -3.0% | 13.1% | -15.0%
CCOc1ccccc1OCC(=O)Nc1ccc(S(=O)(=O)Nc2ncccn2)cc1 | ? | 2.9% | i | 3.2% | 3.2% | i | i | i | -0.7% | -4.2% | 4.1%
Cc1cccc(NC(=O)Nc2cccc(F)c2)n1 | / | 28.8% | / | 1.1% | -7.0% | / | / | / | -1.5% | 17.2% | 34.1%
COCCn1cc(C(=O)N2CCN(C)CC2)c2c3ccccc3n(C)c2c1=O | i | 7.0% | i | -1.4% | -1.5% | 7.38e-07M* | i | 6.83e-07M* | -0.3% | -12.3% | -0.8%
CC1(C)CC(=O)C2=C(C1)OC(N)=C(C#N)C21C(=O)N2CCCc3cccc1c32 (stereo not given) | ? | 2.3% | i | -1.0% | 2.7% | i | i | i | -0.3% | 16.7% | 5.0%
O=S(=O)(c1ccc(F)cc1)N1CCN(CC(O)COCc2cccs2)CC1 (stereo not given) | ? | 0.4% | i | 0.6% | 1.5% | ? | i | i | 1.3% | 5.2% | -2.2%
O=C(c1cnccn1)N1CCC[C@@]2(CCN(c3ccccc3)C2)C1 | i | 12.7% | i | -6.2% | 0.8%[11.4 µM] | i | i | i | -4.9% | -6.3% | 5.1%
O=C(NCc1cccnc1)NC1(C(F)(F)F)Oc2ccccc2O1 | i | 5.7% | i | -0.2% | 2.5% | 1.36e-08M* | i | 1.35e-08M* | -1.2% | 0.3% | -38.2%
Cc1cccc(OCC(=O)N2CCC(N3CCOCC3)CC2)c1 | i | / | i | / | 2.0%[25.5 µM] | i | i | i | / | / | /
CC(=O)OC1CC(C)N(C(=O)c2ccccc2)c2ccc(C)cc21 (stereo not given) | i | ? | i | 0.7% | -0.8% | i | i | i | 1.4% | -2.8% | -9.0%
O=C(Nc1cccc(-c2nc3ccccc3[nH]2)c1)c1cccc(NC(=O)c2ccco2)c1 | i | 8.2% | i | -4.3% | -21.7% | i | i | i | -1.0% | ? | i
CCOC(=O)C1=C(C)NC(=O)NC1C (stereo not given) | ? | 0.3%&0.7% | i | 4.0%&0.2% | 2.6%&-2.6% | i | i | i | 2.7%&-1.0% | -8.7%&29.8% | 10.4%&0.4%
CC12CCC(=O)N1c1c(sc3nc(N4CCOCC4)c4c(c13)CCCC4)C(=O)N2 (stereo not given) | i | / | ? | / | -0.3%[25.5 µM] | 5.81e-07M* | i | 4.77e-07M* | / | / | /
CCn1c(SCC(=O)Nc2ccccc2OC)nnc1-c1cnccn1 | i | 18.9% | i | 0.5% | 1.7% | i | i | i | -0.1% | -21.8% | -16.0%
CC(=O)C1=C(O)C(=O)N(Cc2ccccc2)C1c1ccco1 (stereo not given) | ? | -0.8% | i | -1.3% | -0.9% | i | i | i | -1.1% | -3.9% | -7.1%
c1ccc(N2CCOCC2)c(Nc2nc3ccccc3n3cnnc23)c1 | / | 5.6% | / | -7.5% | -5.2% | / | / | / | -4.5% | ? | 34.4%
C=CCSc1nc2nc(C)cc(C)n2n1 | i | 1.7% | i | 0.4% | -0.2% | i | i | i | 0.1% | -12.5% | -2.3%
O=C(CN1CCN(c2cccc(Cl)c2)CC1)N1CCCC1 | ? | 0.3% | i | -0.6% | 2.3% | i | i | i | 1.9% | 7.8% | -6.9%
CC1(C)CC(=O)C2=C(C1)NC(Nc1nc3ccccc3o1)=NC21CCCC1 | i | 15.7% | ? | 0.5% | 1.6% | 6.46e-08M* | i | 6.54e-08M* | -2.1% | -0.3% | -2.6%
CCOC(=O)c1cnc(Nc2ccc(OCC)cc2)nc1C | ? | 7.6% | i | -0.3% | -13.4% | i | i | i | -1.9% | 0.3% | 5.4%

Entries listed so far containing an aryl methoxy group (two):
SMILES | Fluorescein fluor | HEK293 cAMP cs | Texas Red fluor | Caspase-7 inhib | Luciferase inh | A350 autofl | Rhodamine autofl | 4-MU autofl | Casp1 inh | ERK AVP block | Tau fil binding
COc1ccccc1-c1cncnc1NCc1cnc(C)cn1 | i | ? | i | -3.0% | 0.1%[2.29 µM] | i | i | i | -3.0% | 13.1% | -15.0%
CCn1c(SCC(=O)Nc2ccccc2OC)nnc1-c1cnccn1 | i | 18.9% | i | 0.5% | 1.7% | i | i | i | -0.1% | -21.8% | -16.0%

(continued)
SMILES | Fluorescein fluor | HEK293 cAMP cs | Texas Red fluor | Caspase-7 inhib | Luciferase inh | A350 autofl | Rhodamine autofl | 4-MU autofl | Casp1 inh | ERK AVP block | Tau fil binding
Cc1ccc(S(=O)(=O)NCCCNC(=O)N2CCOCC2)cc1 | ? | -0.4% | i | 2.1% | 1.5% | i | i | i | 2.0% | -9.7% | 7.7%
CCOc1ncccc1C(=O)OCC(=O)c1cc(C)n(Cc2ccco2)c1C | ? | ? | i | -4.7% | 12.6µM* | i | i | i | -2.9% | 6.4% | 16.1%
Nc1ccccc1C(=O)C[C@@H](N)C(=O)O | i | 1.1% | i | / | 0.5%[11.4 µM] | i | i | i | / | / | 39.8µM*
Cc1ccnc(NC(=O)C2CCC(CNc3c(N4CCCC4)c(=O)c3=O)CC2)c1 (stereo not given) | / | 6.5% | / | -1.1% | -7.9% | / | / | / | 0.4% | -20.7% | 25.0%
CCOc1cccc(C(=O)Nc2nnc(-c3ccco3)s2)c1 | / | 11.7% | / | -8.4% | -28.5% | / | / | / | -5.5% | 5.8% | 148.1%
COC(=O)[C@@]1(C)C=C[C@@H](Cc2ccccc2)N1C(C)=O | / | 15.2% | / | -1.3% | / | / | / | / | 1.3% | 10.1% | -6.5%
COc1ccc(S(=O)(=O)NCC(=O)N(CC(=O)NCC2CCCO2)c2cc(C)ccc2C)cc1 (stereo not given) | i | -0.3% | i | -2.7% | 0.5% | i | i | i | 2.5% | -9.1% | -3.0%
COc1ccc(N2CC(C)Cn3c2nc2c3c(=O)n(Cc3ccc(F)cc3)c(=O)n2C)c(OC)c1 (stereo not given) | i | 11.4% | i | -1.5% | 0.9% | i | i | i | 0.5% | -27.1% | -15.0%
COc1cccc(CNCCSc2nnnn2C)c1 | ? | 5.8% | i | 0.9% | 0.7% | i | i | i | -0.6% | 7.2% | 1.4%
CC(=O)Nc1ccc(NC(=O)c2ccco2)cc1 | / | 13.7% | / | -2.2% | -8.7% | / | / | / | -0.9% | -7.6% | -2.2%
COCCNC(=O)CCn1c(=O)oc2ccccc21 | i | 3.0% | i | 1.5% | 0.4% | 1.25e-08M* | i | ? | 2.9% | 8.6% | -2.4%
Cc1ccc(-c2nn3c(=O)c(C)nnc3s2)cc1 | ? | -2.2% | ? | 4.4% | 0.8% | i | i | i | 2.9% | -14.5% | 8.4%
Cn1c(SCC(=O)Nc2cccc(F)c2)nnc1-c1cccnc1 | / | 11.1% | / | -0.1% | 2.3% | / | / | / | -3.1% | / | -0.6%
O=C(c1ccc2c(=O)n(-c3ccccc3)c(=O)[nH]c2c1)N1CCCCC1 | i | 7.6% | i | 0.0% | 3.6% | 4.96e-08M* | i | 4.83e-08M* | 2.4% | -4.4% | -0.3%
CCCCN(c1ccccc1)c1ncnc2nc[nH]c12 | / | 6.1% | / | 1.2% | -0.8% | / | / | / | 2.7% | / | 6.9%
O=C(Nc1ccc2c(c1)OCCO2)c1ccc(Br)o1 | i | / | i | / | 5.01µM* | i | i | i | / | / | /
CC1(C)CC(=O)c2cnc(NC(=O)C3CCCC3)nc2C1 | / | -0.8% | / | 0.3% | -5.7% | / | / | / | -2.0% | 7.1% | -3.7%
Cc1csc(CCc2nc(C)cs2)n1 | ? | 14.6% | i | 1.1% | -2.2% | i | i | i | -0.2% | -11.9% | -5.6%
CCOc1ccc2nc(NC(=O)CSc3nc4cccnc4n3C)sc2c1 | ? | 17.4% | i | 0.7% | -0.4% | i | i | i | -2.6% | -19.7% | -7.3%
Cc1ccc(-c2noc(CCC(=O)Nc3ccc4c(c3)OCO4)n2)cc1 | i | 12.5% | i | -3.3% | 3.1% | i | i | i | 0.9% | 8.2% | 16.6%
O=C(CN1C(=O)c2ccccc2S1(=O)=O)Nc1ccc(S(=O)(=O)N2CCCCC2)cc1 | i | -3.1% | i | -3.7% | 1.2% | i | i | i | -1.4% | -19.7% | 14.1%
CCC(=O)Nc1cccc(NC(=O)c2cccnc2)c1 | i | 20.1% | ? | -0.1% | -4.6% | i | i | i | -0.5% | -11.4% | 0.1%
Cn1c(CNC(=O)Nc2cccc(Cl)c2)nnc1SCc1ccccc1 | ? | 12.8% | ? | -8.5% | -1.3% | i | i | i | 2.5% | -10.7% | 9.9%
CCc1nnc(NC(=O)CN2CCN(C3CCCCC3)CC2)s1 | i | 2.2% | i | -1.5% | -0.4% | i | i | i | -3.0% | -4.2% | 5.1%
CCCCc1nc(NCC2CCCO2)c(C#N)c2c1COC(C)(C)C2 (stereo not given) | ? | / | i | / | 0.0%[25.5 µM] | 7.74e-08M* | i | 6.82e-08M* | / | / | /
COc1ncc2nc(-c3ccccc3)c(=O)n(C)c2n1 | i | -1.7% | i | -4.9% | 1.7%[11.4 µM] | 1.84e-08M* | i | 1.42e-08M* | -4.0% | -5.5% | -7.1%
COc1cccc(C(=O)Nc2c(C(N)=O)oc3ccccc23)c1 | / | ? | / | -3.5% | -13.5% | / | / | / | -2.2% | / | 7.9%

Screens (PubChem)
